# Assay outcomes deposited in PubChem by several laboratories.
# sEH inhibitor = soluble epoxide hydrolase (human) inhibition; P34913; recombinant human sEH enzymatic activity assay; inhibition, % at 2 µM; hit rate 0.34% among 91,000; in the data active = inhibition above about 80%; also: values of inactives mirror those of a sister screen read the other way; many of its hits are not listed in these tables
# PostGolgi yeast = growth inhibition of a yeast mutant, post-Golgi transport screen. post-Golgi transport phenotypic cell assay. inhibition, % at 10 µM. hit rate 0.9% among 98,000. AID 739;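 also: yeast cells grown in 1536-well plates; yeast grown about 18 h at 30C before absorbance read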
# Ecoli WT expand = blocks growth of wild type E. coli BW25113. hit rate 0.15% among 98,000. AID 710. OD600 absorbance. growth inhibition, % at 100 µM;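 active = growth inhibition above about 50% at one test dose, limit read from the data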;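 also: growth measured after 20 h incubation at 37 °C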
# PLAP activator = activates human placental alkaline phosphatase; P05187; purified PLAP enzyme, luminescent substrate read-out; active compounds read high; activation fold at 20 µM; hit rate 1.2% among 96,000; AID 696; in the data active = activation fold above about 2
# Target sequence (P05187 whole entry, looked up): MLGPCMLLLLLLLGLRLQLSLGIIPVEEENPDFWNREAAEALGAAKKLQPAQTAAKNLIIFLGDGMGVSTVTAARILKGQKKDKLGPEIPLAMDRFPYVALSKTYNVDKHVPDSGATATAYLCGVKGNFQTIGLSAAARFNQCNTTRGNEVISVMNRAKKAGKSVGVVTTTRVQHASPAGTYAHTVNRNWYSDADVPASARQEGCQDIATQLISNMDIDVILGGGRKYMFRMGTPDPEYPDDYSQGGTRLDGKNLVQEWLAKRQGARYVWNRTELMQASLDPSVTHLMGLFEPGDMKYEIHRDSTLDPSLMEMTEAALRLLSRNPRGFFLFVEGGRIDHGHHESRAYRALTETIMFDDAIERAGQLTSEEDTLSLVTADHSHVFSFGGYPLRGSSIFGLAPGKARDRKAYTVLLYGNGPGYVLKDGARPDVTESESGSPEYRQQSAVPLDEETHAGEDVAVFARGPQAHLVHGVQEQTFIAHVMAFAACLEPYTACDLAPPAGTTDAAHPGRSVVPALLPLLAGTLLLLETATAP
# sEH act = activators of human soluble epoxide hydrolase | P34913 | purified human sEH enzymatic activity, activator screen | activation, % at 2 µM | hit rate 0.04% among 91,000 | AID 717; in the data active = activation above about 37%; also: values of inactives mirror those of a sister screen read the other way
# PostGolgi ctrl = yeast control strain growth, post-Golgi counter-screen. hit rate 5% among 98,000. AID 738. inhibition, % at 10 µM. efflux-deficient yeast background strain, growth absorbance A615, 16 h
# CD11b adhes inh = inhibitors of human CD11b/CD18 binding to fibrinogen. hit rate 0.54% among 93,000. AID 1497. inhibition, % at 10 µM. K562 CD11b/CD18 adhesion to fibrinogen, ATPlite luminescence; Mn2+ added to activate the integrin;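 active = primary inhibition of 50% or more at 10 µM, then 40% or more on retest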; also: some results filed as inactive read as strong as hits
# S1P2 ag = agonists of human S1P2 receptor; O95136; S1P2-expressing cell line, agonist reporter read-out; activation, % at 4.5 µM; hit rate 0.46% among 97,000; in the data active = activation above about 16%;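 also: 0% = vehicle low control and 100% = maximal reference agonist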
# Target sequence (O95136 whole entry, looked up): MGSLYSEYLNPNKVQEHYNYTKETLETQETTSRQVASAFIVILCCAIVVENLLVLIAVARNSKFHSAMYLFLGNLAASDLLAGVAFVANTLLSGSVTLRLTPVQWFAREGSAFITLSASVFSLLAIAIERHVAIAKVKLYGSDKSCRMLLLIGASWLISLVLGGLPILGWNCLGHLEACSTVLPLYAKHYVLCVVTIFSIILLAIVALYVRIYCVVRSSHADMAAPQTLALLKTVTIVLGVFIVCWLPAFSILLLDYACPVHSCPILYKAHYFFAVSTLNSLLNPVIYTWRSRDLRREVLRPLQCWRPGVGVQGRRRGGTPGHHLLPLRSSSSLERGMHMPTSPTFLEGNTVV
# S1P2 antag = blocks the human S1P2 receptor; inhibition, % at 5 µM; cell-based S1P2 antagonist assay, inhibition at 5 uM; hit rate 0.21% among 97,000; AID 736; in the data active = inhibition above about 45%;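 also: CRE beta-lactamase reporter cells expressing human S1P2 stimulated with S1P; 0% = agonist at EC80 alone and 100% = agonist plus reference antagonist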
# * = called active by the depositor; · = no result given. Rule as the data show it, unless noted: active = inhibition above about 30%; inactive = the rest.
# Below each compound – sEH inhibitor	PostGolgi yeast	Ecoli WT expand	PLAP activator	sEH act	PostGolgi ctrl	CD11b adhes inh	S1P2 ag	S1P2 antag
CC(=O)NC1=NN(C(C)=O)C(C)(CS(=O)(=O)c2ccc3ccccc3c2)S1 (stereo not drawn)
  2	·	·	·	2	·	·	-3	-2
CC(C)C(NC(=S)NCc1ccccc1)C(=O)O (stereo not drawn)
  -4	-6	5	1.2	4	17	2	-1	-21
CCn1c(SCC(=O)NCC2CCCO2)nc2c(c1=O)SC(C)C2 (stereo not drawn)
  ·	18	2	0.9	·	9	-10	·	·
CCOc1ccc(C2/C(=C(\O)c3c(C)[nH]c(C(=O)OC)c3C)C(=O)C(=O)N2CCN(C)C)cc1 (stereo not drawn)
  13	-9	-8	1	-12	0	-1	-9	13
Cc1occc1C(=O)Nc1c(F)c(F)c(F)c(F)c1F
  -8	4	8	1.3	6	-1	13	1	-1
O=C(CCCn1c(=O)[nH]c2cc(Cl)ccc2c1=O)NCCN1CCN(c2ccccc2)CC1
  3	7	-7	·	-6	7	·	-5	5
CN(C)S(=O)(=O)N1CCN(C(=O)c2ccccc2)CC1
  0	-4	4	0.9	-5	-3	5	-6	6
COc1ccccc1CCNC(=O)CSc1nc(-c2ccco2)cc(C(F)(F)F)n1
  ·	-4	-3	1	·	1	-3	-4	4
Cc1cc(=O)oc2c(CN(CC(C)C)CC(C)C)c(O)ccc12
  -6	-2	8	0.9	4	8	-12	0	-5
O=C(CN(c1cccc(C(F)(F)F)c1)S(=O)(=O)c1ccccc1)N1CCOCC1
  ·	4	-1	1	·	11	-19	·	·
CSc1nc(N(C)NC(=O)c2ccccc2)c2ccccc2n1
  2	-1	-1	1	0	6	-17	-2	-17
CN(CCC#N)C(=O)CSc1ncnc2sc(-c3ccccc3)cc12
  -5	-5	-10	1.5	4	20	-6	-5	-3
CCOC(=O)c1nnn(-c2nonc2N)c1CSc1ccc(C)cc1
  10	7	3	0.9	-10	33*	-5	1	7
CCC(C)(C)n1nnnc1C(c1ccccc1F)N1CCC(C(N)=O)CC1 (stereo not drawn)
  1	3	0	1.2	0	-1	-8	1	10
CCc1cc(C(=O)O)c(NC(=O)C(c2ccccc2)c2ccccc2)s1
  15	-2	5	1.2	-15	-2	-10	-5	5
Cc1nc2nc(C)c(CCC(=O)N3CCN(c4ccccc4)CC3)c(C)n2n1
  7	-2	-21	0.8	-6	-3	-29	-1	5
CC1=C(C(=O)NCCN2CCN(C)CC2)C2(CCC(C)CC2)OC1=O (stereo not drawn)
  -7	-5	5	1.1	6	7	1	-6	4
O=C(CSc1nnc(CNc2ccc(F)cc2)n1-c1ccccc1)N1CCOCC1
  0	·	·	·	3	·	·	-4	4
Cn1cc(SCC(=O)O)c2ccccc21
  1	-2	-9	0.8	1	0	-4	-3	0
FC(F)(F)c1cc(-c2ccc(Cl)cc2)nc2ncnn12
  0	-2	-2	0.8	-2	3	9	-2	14
O=C(O)c1c2c(nc3ccc(S(=O)(=O)N4CCC(C(=O)N5CCCCC5)CC4)cc13)CCCC2
  7	9	-4	1.3	-6	6	-27	-1	9
Cc1cc(C(=O)COC(=O)c2ccc3c(c2)OCO3)c(C)n1Cc1cccs1
  -2	-2	-22	1	4	13	17	-4	-9
Cc1cc(Cl)c(S(=O)(=O)Nc2ccc3c(c2)OCCO3)cc1OCC(=O)NC1CCCCC1
  0	4	-13	1	2	6	-32	-4	6
COc1ccc(N2CCN(C(=O)CSc3nnc(-c4cccnc4)n3-c3ccc(F)cc3)CC2)cc1
  -4	·	·	·	2	·	·	-6	-8
O=C(Cn1nc(C(F)(F)F)c2c1CCC2)Nc1ccccc1C(F)(F)F
  18	·	·	·	-18	·	·	-4	-5
COc1ccccc1NC(=O)COC(=O)CNC(=O)c1ccc(OC)c(OC)c1
  3	-6	4	0.8	-6	21	-26	0	21
COC(=O)c1ccc(-n2nnnc2SCC(=O)Nc2ccccc2OC)cc1
  12	-4	-2	0.8	-12	1	-4	-10	15
CCOC(=O)Cn1c(=O)oc2cc(S(=O)(=O)N3CCN(c4ccccn4)CC3)ccc21
  2	0	6	0.8	-2	-7	-8	-2	-29
CCCC(=O)n1nc(-c2cccnc2)nc1N
  -8	4	20	1.2	10	3	·	-4	25
Cc1nnc(NC2CCCCC2)[nH]c1=O
  3	-4	-8	0.8	1	10	-7	-4	4
COc1ccccc1N1CCN(C(c2ccc(N(C)C)cc2)c2nnnn2CCc2ccccc2)CC1 (stereo not drawn)
  0	·	·	·	6	·	·	-9	-15
COc1ccc(Oc2c(C)oc3c(CN4CCOCC4)c(O)ccc3c2=O)cc1
  5	0	-1	1.2	-6	8	·	-3	-10
Cc1ccc(NC(=O)Cn2cccc2)c(Br)c1
  0	2	-1	0.9	0	4	-11	-10	15
Cc1nc(C2CC(=O)OC23CCCCC3)cs1 (stereo not drawn)
  ·	·	·	1.1	·	·	-7	-4	-4
COc1ccc(OC)c(NC(=O)C2CCCC2)c1
  -2	2	5	1	2	3	14	-2	6
Cc1cccc(NC(=O)Nc2cccc(C#N)c2)n1
  ·	2	-1	0.9	·	29	-44	·	·
O=C(NCCCN1CCOCC1)c1ccc(Cl)s1
  10	-11	-10	0.8	-7	1	-16	-2	1
O=C(NC1CCCCC1)C(c1ccc2ncccc2c1)N(Cc1ccc(F)cc1)C(=O)c1cccs1 (stereo not drawn)
  -4	-9	-2	1.3	8	-5	-14	-4	-11
Cn1c(=O)c2c(nc(Oc3ccc4c(c3)OCO4)n2Cc2ccc(F)cc2)n(C)c1=O
  2	10	-3	1	1	6	-2	-6	0
CCC(=O)Nc1ccccc1C(=O)OCC(=O)c1ccc2ccccc2c1
  -5	-1	-16	1.3	8	0	25	-2	-5
CC(C)CN(CC(C)C)c1nnc(NC(=O)Cn2c(=O)oc3ccccc32)s1
  -12	-3	-1	1	10	-1	-5	-7	7
COc1ccc(Oc2nc(SC)nc3ccsc23)cc1
  -8	16	-10	1.2	10	24	·	-5	-26
CC(C)c1ccc(/C=N/n2nnnc2Nc2ccccc2)cc1
  4	1	-20	1	-8	-7	-4	-1	-12
CCCOc1ccc(C2C(C(=O)OC)=C(C)N=C3SCCC(=O)N32)cc1OCC (stereo not drawn)
  -4	1	2	1.2	7	5	-6	25*	-41
CON/C=C(\C=Nc1ccc(Cl)cc1)c1ncc(C(F)(F)F)cc1Cl
  11	-4	-7	0.8	-12	8	-5	-5	47*
Cc1ccc(C(=O)Nc2cccc(Oc3ccccc3)c2)o1
  79	-3	-11	0.6	-78	7	30	-2	-33
COc1ccc(CN(Cc2cccnc2)C(=S)NCCc2ccccc2)cc1OC
  -3	6	-7	1.2	6	-4	·	-3	2
COC(=O)c1ccccc1S(=O)(=O)Nc1ccc(OC)nc1
  -10	26	3	1	10	-3	-12	-7	16
COc1cccc(C(=O)NC(Cc2ccccc2)c2ccc3c(c2)OCCCO3)c1 (stereo not drawn)
  5	11	2	1.1	-6	0	-3	0	-34
Cn1cccc1/C=C1\CCC/C(=C\c2cccn2C)C1=O
  -9	10	2	1	6	41*	22	-10	23
Cc1cc(=O)n2[nH]c(-c3ccccc3)cc2n1
  -3	9	7	1.3	7	6	2	-1	-13
CCc1ccc(NC(=O)Cn2c(SC)nc3ccccc32)cc1
  ·	18	2	1.2	·	1	10	·	·
O=C(c1ccco1)N1CCN(C(c2ccccc2Cl)c2nnnn2Cc2ccco2)CC1 (stereo not drawn)
  2	-2	2	1.6	-4	14	5	-7	4
COc1ccc(OC)c(S(=O)(=O)N2Cc3ccccc3CC2C(=O)Nc2nccs2)c1 (stereo not drawn)
  -4	-4	-2	1	6	19	-8	-6	1
Cc1nn(C(=O)c2ccccc2)c2c1C(=O)CC(C)(C)C2
  -6	-7	0	1	1	6	·	-6	19
O=C(NCc1ccncc1)Nc1ccc(Cl)cc1Cl
  42	-7	15	1	-42	1	·	0	-13
COc1ccc2nc(SCC(=O)Nc3ccc(S(=O)(=O)Nc4onc(C)c4C)cc3)[nH]c2c1
  0	·	·	·	-1	·	·	5	18
CCNC(=O)c1c(NC(=O)C2COc3ccccc3O2)sc2c1CCCC2 (stereo not drawn)
  4	-12	-3	0.7	-2	3	-3	2	4
CCOC(=O)CN(C(=O)CSc1nnc(-c2ccncc2)n1CCCOC)c1ccccc1
  -3	·	·	·	2	·	·	-4	-16
Fc1ccc(NCc2cccnc2)cc1F
  6	9	20	0.8	-9	-1	-1	-4	6

# The list goes on:
# Below each compound – sEH inhibitor	PostGolgi yeast	Ecoli WT expand	PLAP activator	sEH act	PostGolgi ctrl	CD11b adhes inh	S1P2 ag	S1P2 antag
Cc1ccc2[nH]c(=O)c(NC(N)=S)nc2c1
  -12	9	-2	1.1	9	5	·	-7	-7
Cc1ccc(C(=O)C(C(=O)/C=C/c2ccccc2)=C2SCCCS2)cc1
  -6	·	·	·	6	·	·	-3	-7
COc1ccc(-c2cn(-c3ccc(C)cc3)c(=O)n2CC(=O)Nc2cccc(F)c2)cc1
  2	8	-8	1.2	-2	16	-4	-5	-19
Cn1c(CCNC(=O)c2cccs2)nnc1SCC(=O)Nc1nc(-c2ccccc2)cs1
  -6	-12	-8	1	9	-2	0	-6	-21
CCOC(=O)C(Sc1nnc2c3ccccc3n(CC)c2n1)C(=O)OCC
  0	-2	-5	1.2	4	10	·	9	-47
COc1cc(C)c(Br)cc1S(=O)(=O)N1CCCC1
  4	-8	-2	1	-6	9	-4	-3	-10
Cc1cc(C)c(S(=O)(=O)N(C)CC(N)=O)c(C)c1
  -11	3	1	1.1	10	1	·	-4	17
CCOc1ccc(CN2CCC(=O)NC2=O)cc1
  13	3	5	1	-12	5	5	-7	-14
CCOc1ccccc1/C=N/NC(=O)c1ccc(Cn2cc([N+](=O)[O-])cn2)o1
  35	21	1	0.9	-34	2	-13	-3	-3
Cc1cccc2cc(CN(CC3CCCO3)C(=O)c3cccnc3)c3nnnn3c12 (stereo not drawn)
  -14	5	0	1.3	17	3	-21	4	-1
COC(=O)C1CCN(S(=O)(=O)c2c(C)n(C)c(=O)n(C)c2=O)CC1
  14	0	2	1.1	-15	14	-42	-3	-8
O=C(O)CCC(NS(=O)(=O)c1ccc(N2CCCC2=O)cc1)C(=O)O (stereo not drawn)
  ·	6	2	1.1	·	-3	11	·	·
COc1cccc(/C=N/n2cncn2)c1OCC#N
  ·	3	8	0.9	·	5	-3	·	·
Cc1cc(NC(=O)C2CCCCC2C(=O)O)no1 (stereo not drawn)
  2	-1	-9	1	-3	11	-2	-2	-16
Cc1ccc(N2C(=O)c3ccccc3C2=O)cc1C
  0	·	·	·	1	·	·	2	15
CCN(CC)C(=O)CSc1nnc(-c2cc3ccccc3cc2O)n1CC
  -16	-8	5	1.2	16	0	-4	-9	14
CCCOc1cccc(C(=O)Nc2cc(NC(=O)c3ccco3)ccc2OC)c1
  8	-4	-14	1.3	-5	41*	1	-4	8
O=C1CN(CC(=O)N2CCOCC2)c2ccccc2O1
  5	-8	4	1.3	-6	1	8	-2	-20
CN(C)S(=O)(=O)N1CCN(c2cc(Cl)ccc2Cl)CC1
  -1	4	5	1.1	4	4	3	-9	5
O=S(=O)(NCc1ccco1)c1cccc(S(=O)(=O)N2CCCCC2)c1
  ·	2	-7	0.9	·	17	-9	·	·
CC1CCN(C(=O)c2cc(-c3ccccc3O)on2)CC1
  -5	-10	2	1	7	35*	0	-3	20
CN(CC(=O)NCc1ccc(F)cc1)S(=O)(=O)c1cccc2nsnc12
  -5	-4	-2	0.8	7	3	·	-1	6
CC(=O)c1cccc(NS(=O)(=O)c2c(C)n[nH]c2C)c1
  -2	-1	0	1	0	0	-7	1	-12
